PPARg SRC3 recr: agonists of human PPARgamma SRC-3 coactivator recruitment | P37231 | biochemical PPARgamma/SRC-3 coactivator recruitment assay | activation, % at 8 µM | 200,000 tested, 0.26% active; in the data active = activation above about 23%;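 also: 0% = DMSO and 100% = reference agonist; some compounds past the cut are filed as inactive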
TNAP act hi DEA: TNAP (human) activation, high acceptor. P05186. purified TNAP, CDP-star luminescence, 1 M DEA, 30 min; active compounds read high; 0 = EDTA background, 1 = DMSO-only activity. activation factor at 20 µM. 200,000 tested, under 10 active;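 active = activation factor at least 2 at 20 µM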
Target sequence (P05186 whole entry, looked up): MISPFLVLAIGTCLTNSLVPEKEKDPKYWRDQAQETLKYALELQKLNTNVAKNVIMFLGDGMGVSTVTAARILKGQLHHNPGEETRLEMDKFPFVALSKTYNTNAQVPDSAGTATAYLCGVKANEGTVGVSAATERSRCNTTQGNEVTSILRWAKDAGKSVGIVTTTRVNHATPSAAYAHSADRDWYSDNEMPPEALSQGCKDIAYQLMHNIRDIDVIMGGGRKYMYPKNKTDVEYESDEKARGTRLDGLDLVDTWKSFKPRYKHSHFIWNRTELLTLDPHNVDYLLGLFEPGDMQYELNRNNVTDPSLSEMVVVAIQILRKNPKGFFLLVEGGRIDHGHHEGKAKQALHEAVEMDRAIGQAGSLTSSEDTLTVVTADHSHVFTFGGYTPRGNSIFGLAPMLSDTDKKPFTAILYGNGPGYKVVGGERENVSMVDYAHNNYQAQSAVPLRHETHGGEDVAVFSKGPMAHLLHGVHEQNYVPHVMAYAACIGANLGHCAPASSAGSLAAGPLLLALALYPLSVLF
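Test system – human TNAP · Doses – 20 µM single point · Incubation – 30 min, room temperature · Signal – luminescent substrate turnover signal · Read-out basis – activation factor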
STAT1 inh: reduces IFN-gamma driven STAT1 reporter signal | NIH 3T3 STAT1-luciferase reporter, luminescence | inhibition, % at 5.5 µM | 200,000 tested, 0.35% active;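 active = inhibition above a set limit, the mean inhibition across all tested compounds plus 3 SD, cut at about 34% in these data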;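 also: 0% = IFN-gamma with DMSO and 100% = IFN-gamma with 300 µM nifuroxazide; values of inactives mirror those of a sister screen read the other way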
PPARg SRC-1 ag: promotes SRC-1 coactivator recruitment by human PPARgamma | PPARgamma-SRC-1 coactivator recruitment biochemical assay | activation, % at 8 µM | 200,000 tested, 0.41% active | AID 631; in the data active = activation above about 19%;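 also: 0% = DMSO and 100% = reference agonist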
bIAP inhibitor: blocks bovine intestinal alkaline phosphatase activity | purified bovine IAP, CDP-star luminescence, 30 min | inhibition, % at 20 µM | 190,000 tested, under 10 active;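 active = over 50% inhibition of intestinal alkaline phosphatase at 20 µM in the single-dose screen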
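Assay system: bovine IAP enzyme; medium: DEA buffer 100 mM, pH 9.8, with MgCl2 1.0 mM, ZnCl2 0.02 mM; doses: 20 µM single dose; incubation: enzyme reaction for 30 min at room temperature; detection: CDP-star luminescence signal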
PPARg SRC2 recr: promotes SRC-2 coactivator recruitment by human PPARgamma. 200,000 tested, 0.34% active. AID 1032. P37231. PPARgamma LBD-SRC-2 recruitment, biochemical. activation, % at 8 µM; in the data active = activation above about 22%;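 also: 0% = vehicle and 100% = reference agonist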
STAT3 activator: STAT3 signaling activation; U3A cells, IL-6 STAT3-luciferase reporter, luminescence; 100% = signal with IL-6 EC80 alone; AID 871; 190,000 tested, 0.91% active; activation (% of control), % at 5.6 µM;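 active = activation above the screen-wide mean of compound activation plus 3 SD, cut at about 130% in these data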;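 also: 0% = background luminescence of wells with medium and substrate only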
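Material: STAT3-luciferase reporter U3A cells. Controls: IL-6-treated wells, 100% activation. Read-out: % activation versus median of IL-6-stimulated wells. Probe or stimulus: IL-6 stimulus at 33 ng/mL final. Timing: compound 1 h, then IL-6 6 h at 37 °C. Signal: reporter luminescence signal.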
TR-FRET SRC-2 ct: TR-FRET artefact, counter-screen to PPARgamma/SRC-2 agonist assay. 200,000 tested, 0.4% active. active compounds read high. TR-FRET ratio at 8 µM. AID 1049; in the data active = TR-FRET ratio above about 2000; also: inactives centre near 1500
ROMK mod: modulates human ROMK potassium channel activity; P48048; Tet-inducible ROMK, thallium flux fluorescence; actives lie on both sides; B-score at 10 µM; 130,000 tested, 2% active; AID 1918;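 active = signal ratio slope over the read window, or its plate-corrected B-score, at least 3 SD from the plate mean, either direction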;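 also: B-score of the F/F0 ratio slope over 7 to 12 s after thallium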
Target sequence (P48048 whole entry, looked up): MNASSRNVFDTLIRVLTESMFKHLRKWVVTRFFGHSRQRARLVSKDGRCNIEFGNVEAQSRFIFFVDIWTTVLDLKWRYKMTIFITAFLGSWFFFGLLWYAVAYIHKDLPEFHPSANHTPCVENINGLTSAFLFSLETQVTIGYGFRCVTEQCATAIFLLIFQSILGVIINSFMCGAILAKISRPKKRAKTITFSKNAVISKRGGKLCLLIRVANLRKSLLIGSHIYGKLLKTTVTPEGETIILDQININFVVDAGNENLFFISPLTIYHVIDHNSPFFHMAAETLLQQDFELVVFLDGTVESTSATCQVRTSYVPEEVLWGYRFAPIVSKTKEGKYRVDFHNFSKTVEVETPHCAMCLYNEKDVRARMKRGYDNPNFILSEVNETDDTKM
STAT3 inh: STAT3 signaling inhibition | U3A cells, IL-6 STAT3-luciferase reporter, luminescence; host cell line lacks STAT1 | 190,000 tested, 0.89% active | inhibition, % at 5.5 µM;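 active = inhibition above the mean inhibition across all screened compounds plus 3 SD, cut at about 44% in these data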;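 also: 0% = DMSO only wells and 100% = 100 µM nifuroxazide control wells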
bIAP activator: increases bovine intestinal alkaline phosphatase activity; purified bovine IAP, CDP-star luminescence, 30 min; active compounds read high; fold of DMSO-control signal, blank-subtracted; activation factor at 20 µM; 200,000 tested, 0.17% active; AID 1016;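 active = activation factor of 2 or more at 20 µM, a signal rise over negative controls twice the positive control's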
* = called active by the depositor; nt = not tested or not shown.

(1) CCc1nc2sc(C)c(C)c2c(=O)n1CCO
(2) Cc1ccc(-c2nc(CN(CC3CCC3)CC3CCCO3)c(C)o2)s1 (stereo unspecified)
(3) CCN(CC)S(=O)(=O)c1cc(C(=O)OCC(=O)NC2CCCc3ccccc32)ccc1C (stereo unspecified)
(4) O=[N+]([O-])c1ccc(N2CCCC2)cc1NC1CC1
(5) CSc1nnc(Cc2sc(-c3ccccc3)nc2-c2ccccc2)o1
(6) Cn1c(Oc2ccccc2NCc2cc(Br)ccc2O)cc(=O)n(C)c1=O
(7) O=C(Nc1cccc2c1CCCC2)c1ccco1
(8) Cc1cc(C)c(S(=O)(=O)N2CCN=C2c2ccccc2)cc1C
Screen / compound no.,1,2,3,4,5,6,7,8
PPARg SRC3 recr,0,1,4,5,-8,-7,3,4
TNAP act hi DEA,1,1.1,1,0.8,1,1.1,1,1
STAT1 inh,-9,-4,-2,-2,-6,8,-2,-3
PPARg SRC-1 ag,3,4,3,7,1,1,4,7
bIAP inhibitor,7,3,-4,-9,-9,5,10,2
PPARg SRC2 recr,6,-2,5,5,5,1,2,5
STAT3 activator,101,111,102,99,89,95,94,99
TR-FRET SRC-2 ct,1563,1433,1574,1714,1476,1440,1701,1636
ROMK mod,-0.0046,-1.9,nt,nt,0.013,nt,nt,1.1
STAT3 inh,3,-7,0,4,19,7,11,5
bIAP activator,0.9,1,1,1.1,1.1,0.9,0.9,1

An excerpt from above, reduced to TR-FRET SRC-2 ct.
entry	SMILES	TR-FRET SRC-2 ct
2	Cc1ccc(-c2nc(CN(CC3CCC3)CC3CCCO3)c(C)o2)s1 (stereo unspecified)	1433
3	CCN(CC)S(=O)(=O)c1cc(C(=O)OCC(=O)NC2CCCc3ccccc32)ccc1C (stereo unspecified)	1574
4	O=[N+]([O-])c1ccc(N2CCCC2)cc1NC1CC1	1714
5	CSc1nnc(Cc2sc(-c3ccccc3)nc2-c2ccccc2)o1	1476
6	Cn1c(Oc2ccccc2NCc2cc(Br)ccc2O)cc(=O)n(C)c1=O	1440

(continued)
(9) Cc1n[nH]c(C)c1S(=O)(=O)N(CC(=O)Nc1ccc2c(c1)OCCO2)c1ccc(C(C)C)cc1
(10) Cc1ccc(C(=O)Nc2ccccc2C(=O)NC(CC(=O)O)C(=O)O)cc1 (stereo unspecified)
(11) COc1ccc(S(=O)(=O)N2CCOCC2)cc1C(=O)Nc1nc2ccccc2s1
(12) COc1cc(OC)cc(C(=O)NCC(=O)OCC(=O)C(C)(C)C)c1
(13) COc1ccc(NC(=O)CSc2nc(N)c(C(=O)Nc3ccc(N(C)C)cc3)s2)cc1
(14) C=CCSc1nc(N)c(C#N)c(-c2ccc(C)cc2)c1C#N
(15) Cn1nnnc1SCC1=C(C(=O)O)N2C(=O)C(NC(=O)C3CC3c3ccccc3)C2SC1 (stereo unspecified)
(16) Cc1nn(Cc2ccccc2)c(C)c1/C=N/NC(=O)CNc1cccc(C(F)(F)F)c1
Screen / compound no.,9,10,11,12,13,14,15,16
PPARg SRC3 recr,0,-4,5,1,4,-2,9,7
TNAP act hi DEA,1.1,1,1,1,1,1,1,1
STAT1 inh,10,-5,-11,-5,2,-12,5,-2
PPARg SRC-1 ag,7,1,1,-4,7,-2,2,10
bIAP inhibitor,-29,2,7,9,0,22,-14,20
PPARg SRC2 recr,24*,1,3,-1,-2,4,13,-1
STAT3 activator,98,122,86,107,99,100,93,98
TR-FRET SRC-2 ct,1632,1594,1534,1407,1510,1550,1678,1478
ROMK mod,nt,nt,2.5,1.2,0.78,nt,-1.1,nt
STAT3 inh,12,-23,21,-5,7,3,14,8
bIAP activator,1.3,1,0.9,0.9,1,0.8,1.1,0.8

(17) Cc1ccc(CNC(=O)C2CCCN(c3nn4c(=O)cc(C)nc4s3)C2)cc1 (stereo unspecified)
(18) O=C(CN(c1ccccc1)S(=O)(=O)c1ccc(F)cc1)N1CCCCCC1
(19) Cc1cc(C)nc(SCc2ccc(C(=O)N/N=C/c3ccccc3C(=O)O)cc2)n1
(20) Cc1cc(NC(=O)c2cc(CC(C)C)on2)n(-c2ccccc2)n1
(21) COc1ccc(CC(=O)Nc2cccc(-c3nnc(-c4ccc(C)cc4)o3)c2)cc1OC
(22) O=C(CSCc1ccc(Br)cc1)Nc1ccc(S(=O)(=O)N2CCCCCC2)cc1
(23) CCOC(=O)c1c(C)[nH]c(C(=O)CN2CCOCC2)c1C
(24) O=C1C2C3C=CC(C3)C2C(=O)N1Cc1ccccc1 (stereo unspecified)
Screen / compound no.,17,18,19,20,21,22,23,24
PPARg SRC3 recr,-2,5,8,-4,-5,2,-1,13
TNAP act hi DEA,1,1,1,1,1.1,1,1.1,1.1
STAT1 inh,-4,-5,-2,11,-5,1,4,-1
PPARg SRC-1 ag,3,6,0,-7,-2,0,9,9
bIAP inhibitor,-6,1,-7,16,-1,42,12,0
PPARg SRC2 recr,3,0,6,-2,8,-3,11,7
STAT3 activator,100,107,90,99,90,105,88,100
TR-FRET SRC-2 ct,1504,1458,1656,1294,1444,1432,1552,1588
ROMK mod,-0.015,nt,1,nt,0.36,-0.98,nt,nt
STAT3 inh,5,-9,17,6,18,2,21,3
bIAP activator,1.1,1,1.1,0.8,1,0.6,0.9,1

(25) CC(C)(C)C(=O)Nc1nnc(SCC(=O)Nc2ccc3c(c2)OCO3)s1
(26) FC(F)(F)C(Oc1nc(NC2CCCCC2)nc(N2CCOCC2)n1)C(F)(F)F
(27) N#Cc1c(N)n(CCNC(=O)c2ccccc2)c2nc3ccccc3nc12
(28) CCOC(=O)c1[nH]c2ccc(C)cc2c1N=C(C)N(C)C
(29) O=C(CSC1CC(=O)N(CC(c2ccccc2)c2ccccc2)C1=O)Nc1ccc(Cl)cc1 (stereo unspecified)
(30) CCCc1cc(C(=O)N(C2CCCCC2)C2CCCCC2)no1
(31) Cc1nn(CC(=O)Nc2ccc3c(c2)nc(CN2CCCC2)n3C)c(=O)c2ccccc12
(32) CC(=O)c1ccc(NC(=O)C(C)N2CCN(C/C=C/c3ccccc3)CC2)cc1 (stereo unspecified)
Screen / compound no.,25,26,27,28,29,30,31,32
PPARg SRC3 recr,-2,2,-5,11,3,3,13,7
TNAP act hi DEA,1,1,1,1,1,1,1.1,1
STAT1 inh,-6,1,-3,-3,6,-3,1,2
PPARg SRC-1 ag,-8,2,-7,-3,-1,0,10,-1
bIAP inhibitor,38,-11,7,1,13,1,-1,-3
PPARg SRC2 recr,-6,-5,-5,6,1,4,8,-15
STAT3 activator,98,108,77,103,101,102,97,98
TR-FRET SRC-2 ct,1205,1579,1409,1557,1481,1621,1681,1731
ROMK mod,nt,0.17,-0.84,nt,0.41,nt,nt,-2.1
STAT3 inh,4,-8,29,1,4,2,10,3
bIAP activator,0.6,1.1,0.9,1,0.9,1,1,1

(33) O=C(NCCc1ccc(Cl)cc1)c1cccnc1
(34) O=C(NCc1ccco1)c1cccs1
(35) CCCN(CCC)C(=O)C1CC(=O)OC12CCOC(C)(C)C2 (stereo unspecified)
(36) O=C(Oc1ccc(-c2cnc3ccccc3n2)cc1)c1ccco1
(37) Cc1cc(C)n(-c2nc3c(c(=O)[nH]c(=O)n3C)n2Cc2ccc(F)cc2)n1
(38) COc1cc(/C=C2/SC(=S)N(CC3CCCO3)C2=O)ccc1O (stereo unspecified)
(39) O=C(O)CCc1ccc(-c2ccccc2)n1NC(=O)c1ccco1
(40) COc1cc([N+](=O)[O-])cc2sc(NC(=O)C(C)(C)C)nc12
Screen / compound no.,33,34,35,36,37,38,39,40
PPARg SRC3 recr,9,-3,3,3,6,-3,4,-2
TNAP act hi DEA,1,1,1,1,1,0.4,1,1
STAT1 inh,-2,2,23,-60,-5,1,4,-21
PPARg SRC-1 ag,-2,2,3,0,3,-2,-3,2
bIAP inhibitor,10,-13,-23,11,-13,25,-1,7
PPARg SRC2 recr,5,1,1,-3,5,2,10,-3
STAT3 activator,109,112,106,66,106,104,103,107
TR-FRET SRC-2 ct,1643,1605,1613,1878,1593,1645,1483,1288
ROMK mod,0.51,-0.027,1.3,-0.043,nt,nt,nt,1
STAT3 inh,-10,-12,-2,40,-4,-10,-2,-4
bIAP activator,0.9,1.1,1.2,0.9,1.1,0.7,1,0.9

(41) CCOc1cccc(NC(=O)Cc2cccs2)c1
(42) Cc1cc2c3c(c1C)C1(C(=O)N3C(C)(C)CC2C)C(C#N)=C(N)Oc2cc(O)ccc21 (stereo unspecified)
(43) Cc1ccc(-c2csc(N(Cc3ccccc3)C(=O)COc3ccccc3)n2)cc1
(44) O=C(CCCNS(=O)(=O)c1ccc(Br)cc1)N1CC[C@@]2(O)CCCC[C@H]2C1
(45) CCS(=O)(=O)c1nc(NC(C)=O)n[nH]1
Screen / compound no.,41,42,43,44,45
PPARg SRC3 recr,7,8,-1,4,0
TNAP act hi DEA,1,1.1,1,1.1,1
STAT1 inh,7,-10,-2,3,8
PPARg SRC-1 ag,-9,-3,-4,-6,-8
bIAP inhibitor,38,6,32,4,5
PPARg SRC2 recr,-5,5,-12,8,0
STAT3 activator,106,105,99,96,100
TR-FRET SRC-2 ct,1605,1460,1352,1797,1506
ROMK mod,nt,-0.95,nt,0.11,nt
STAT3 inh,-3,-1,6,13,2
bIAP activator,0.6,0.9,0.7,1,1
